# Screening data deposited in PubChem by several laboratories.
# SARS 3CLpro inh: SARS-CoV 3CLpro protease inhibition. P0C6X7. recombinant SARS-CoV 3CLpro, quenched FRET peptide cleavage. inhibition, % at 6 µM. hit rate 0.14% among 290,000. AID 1706; in the data active = inhibition above about 12%
# TcdB inh: blocks C. difficile toxin B glycohydrolase activity. hit rate 0.24% among 350,000. inhibition, % at 9.99 µM. TcdB glycohydrolase enzymatic assay, plate reader. P18177; in the data active = inhibition above about 10%
# Target sequence (P18177 whole entry, looked up): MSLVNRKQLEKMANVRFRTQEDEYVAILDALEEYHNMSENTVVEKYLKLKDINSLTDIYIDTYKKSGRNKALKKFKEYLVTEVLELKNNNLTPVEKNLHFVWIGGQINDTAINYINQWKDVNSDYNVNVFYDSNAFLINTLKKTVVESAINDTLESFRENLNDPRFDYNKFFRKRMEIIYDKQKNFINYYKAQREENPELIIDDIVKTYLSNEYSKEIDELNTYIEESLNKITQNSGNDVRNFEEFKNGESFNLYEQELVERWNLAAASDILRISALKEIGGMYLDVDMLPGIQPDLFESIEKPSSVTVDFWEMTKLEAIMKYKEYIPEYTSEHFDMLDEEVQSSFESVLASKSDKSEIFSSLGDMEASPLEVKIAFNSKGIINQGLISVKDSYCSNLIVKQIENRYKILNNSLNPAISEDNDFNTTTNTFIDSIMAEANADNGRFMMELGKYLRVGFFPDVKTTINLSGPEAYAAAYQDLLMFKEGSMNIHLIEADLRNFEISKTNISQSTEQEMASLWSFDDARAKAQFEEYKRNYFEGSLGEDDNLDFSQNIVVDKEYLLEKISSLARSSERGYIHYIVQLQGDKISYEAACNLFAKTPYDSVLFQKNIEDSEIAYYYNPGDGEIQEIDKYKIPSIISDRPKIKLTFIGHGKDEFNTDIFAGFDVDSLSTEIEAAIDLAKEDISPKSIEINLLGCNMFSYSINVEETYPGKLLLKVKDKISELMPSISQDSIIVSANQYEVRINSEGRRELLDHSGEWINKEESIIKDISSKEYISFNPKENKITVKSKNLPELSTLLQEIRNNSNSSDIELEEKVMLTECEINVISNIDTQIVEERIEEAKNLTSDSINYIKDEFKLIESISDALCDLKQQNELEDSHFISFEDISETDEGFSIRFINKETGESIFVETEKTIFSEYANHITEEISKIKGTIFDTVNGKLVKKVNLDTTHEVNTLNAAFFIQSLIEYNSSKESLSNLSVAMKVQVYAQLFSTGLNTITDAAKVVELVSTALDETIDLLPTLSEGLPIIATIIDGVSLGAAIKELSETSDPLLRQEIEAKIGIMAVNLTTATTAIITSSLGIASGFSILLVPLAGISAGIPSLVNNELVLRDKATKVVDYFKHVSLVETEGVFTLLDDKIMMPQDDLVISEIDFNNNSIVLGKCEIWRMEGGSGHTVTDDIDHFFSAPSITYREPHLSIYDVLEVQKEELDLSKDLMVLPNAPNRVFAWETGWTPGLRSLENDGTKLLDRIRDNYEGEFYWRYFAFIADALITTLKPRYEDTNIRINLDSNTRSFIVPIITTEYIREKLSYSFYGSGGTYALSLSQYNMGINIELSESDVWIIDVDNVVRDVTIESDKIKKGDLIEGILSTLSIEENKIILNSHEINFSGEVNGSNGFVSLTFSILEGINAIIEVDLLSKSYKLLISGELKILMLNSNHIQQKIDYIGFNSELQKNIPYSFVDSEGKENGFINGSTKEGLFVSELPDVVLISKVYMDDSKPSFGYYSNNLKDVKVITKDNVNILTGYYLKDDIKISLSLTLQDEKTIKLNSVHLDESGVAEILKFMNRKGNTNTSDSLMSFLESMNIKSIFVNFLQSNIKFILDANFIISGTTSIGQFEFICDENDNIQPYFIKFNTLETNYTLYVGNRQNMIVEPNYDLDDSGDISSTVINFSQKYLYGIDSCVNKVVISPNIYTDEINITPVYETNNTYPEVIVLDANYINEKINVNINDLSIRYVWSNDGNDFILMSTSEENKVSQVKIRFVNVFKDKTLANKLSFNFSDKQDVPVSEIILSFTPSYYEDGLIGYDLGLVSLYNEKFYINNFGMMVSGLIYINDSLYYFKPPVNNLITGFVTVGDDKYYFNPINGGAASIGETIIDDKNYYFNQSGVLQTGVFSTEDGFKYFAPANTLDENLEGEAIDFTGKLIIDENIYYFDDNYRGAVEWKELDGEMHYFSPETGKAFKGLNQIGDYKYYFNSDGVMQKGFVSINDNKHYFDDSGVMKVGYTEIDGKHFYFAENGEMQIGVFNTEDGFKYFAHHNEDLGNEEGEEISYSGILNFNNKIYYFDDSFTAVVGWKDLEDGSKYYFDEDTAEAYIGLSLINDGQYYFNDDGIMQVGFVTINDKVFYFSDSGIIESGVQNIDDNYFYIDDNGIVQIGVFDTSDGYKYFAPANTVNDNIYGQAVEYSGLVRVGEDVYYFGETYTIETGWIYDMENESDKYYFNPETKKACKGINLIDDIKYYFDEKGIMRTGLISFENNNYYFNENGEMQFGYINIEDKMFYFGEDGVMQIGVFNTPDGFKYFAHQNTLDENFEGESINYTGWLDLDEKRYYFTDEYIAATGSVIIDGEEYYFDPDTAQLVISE
# Yp Topo-I inh: Y. pestis Topo-I inhibition via cleavage products; Y. pestis Topo-I cleavage product accumulation, plate reader; activity, % at 10 µM; hit rate 0.064% among 360,000; in the data active = activity above about 50%, passing the limit was not always enough; also: inactives centre near 2
# SSB-PriA inh: K. pneumoniae PriA-SSBct interaction inhibition | AlphaScreen SSBct-PriA binding, biotinylated peptide | inhibition, % at 33 µM | hit rate 0.6% among 430,000; in the data active = inhibition mostly above about 37%, no sharp cut-off; inactive = mostly below about 20%;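 also: plate controls were negative control peptide for no effect and reference peptide for full effect; strong numbers were not always called active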
# Rv3671c protease: Rv3671c (M. tuberculosis) protease inhibition | inhibition, % at 5.96 µM | AID 2606 | P9WHR9 | hit rate 0.048% among 320,000; in the data active = inhibition above about 38%;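 also: extracellular domain of Rv3671c used as enzyme; 0% = enzyme with DMSO and 100% = no enzyme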
# BH1578 lux ind: inducers of Vibrio cholerae quorum light production without autoinducers | V. cholerae BH1578 lux reporter, luminescence, 6 h | activation, % at 18.7 µM | hit rate 0.16% among 350,000 | AID 588436; in the data active = activation mostly above about 9.7%, no sharp cut-off; also: not every result past the cut was called active; inactives centre near 0; reference of the scale not given here
# CCHFV vOTU inh: blocks the CCHF virus ovarian tumor domain protease; hit rate 0.55% among 370,000; inhibition, % at 11.5 µM; AID 651958; CCHFV vOTU protease, Pep-AMC fluorescence; in the data active = inhibition above about 30%; also: 0% = vehicle wells with enzyme and 100% = no enzyme wells
# PrPC surface inh: cell surface PrPC inhibition, primary TR-FRET screen; P04156; TR-FRET read-out; inhibition, % at 13.8 µM; hit rate 0.43% among 370,000; in the data active = inhibition above about 24%; also: 0% = median of the test wells and 100% = reference compound wells
# MazEF act: increases E. coli MazEF RNase cleavage of RNA | hit rate 0.32% among 350,000 | P0AE70 | activation, % at 20 µM | FAM/BHQ RNA-DNA oligo cleavage fluorescence, 5 h; in the data active = activation above about 50%
# VHR inh abs: blocks human VHR1 dual specificity phosphatase; hit rate 0.52% among 290,000; recombinant VHR phosphatase, pNPP absorbance; inhibition, % at 13.3 µM; P51452; in the data active = inhibition above about 50%; also: some compounds called inactive have numbers as strong as hits
# * marks the source's active call; other numbers are inactive results; i = inactive; · = not tested or not shown; & = joins results of further samples. Only part of the results is shown, so the mix of outcomes need not match the whole.
SMILES,SARS 3CLpro inh,TcdB inh,Yp Topo-I inh,SSB-PriA inh,Rv3671c protease,BH1578 lux ind,CCHFV vOTU inh,PrPC surface inh,MazEF act,VHR inh abs
CC(CCO)Nc1nc2c(c(=O)n(C)c(=O)n2C)n1Cc1cccc(Br)c1 (configuration not stated),1,·,-1,-14,7,i,-2,6,0,0
CCCC(=O)Nc1ccccc1NC(=O)c1ccc2c(c1)OCO2,-2,0.4,-3,-8,-6,i,-9,-3,1,0
CCCOc1ccccc1N1C(=O)CC(N2CCOCC2)C1=O (configuration not stated),-7,·,9,-11,-2,i,-1,-11,-1,16
COc1ccc(CCNC(=O)COC(=O)Cc2ccccc2F)cc1,·,-9.4,-3,-4,2,i,14,9,-19,·
CCOc1ccc(CCNC(=O)CCS(=O)(=O)c2ccc(Cl)cc2)cc1OCC,-2,-0.7,2,-1,2,0.6,-6,4,-2,10
CCCC1NC(=O)c2cccnc2-n2c1nc1ccc(OC)cc1c2=O (configuration not stated),·,-0.1,-1,·,·,-0.4,0,10,4,·
Cc1ccc(CN2CCN(Cc3ccccc3-c3ccco3)CC2CCO)o1 (configuration not stated),-3,0.3,21,-1,-5,i,-4,-3,1,-14
Cc1ccc(-c2nnn(CC(=O)N(c3ccccc3)C(C(=O)NC(C)(C)C)c3cccs3)n2)o1 (configuration not stated),-6,·,-3,-7,-4,i,5,-1,-12,-5
CCOC(=O)C1=C(c2cccc(F)c2)NC(=S)NC1C (configuration not stated),2,·,10,-18,0,i,7,10,5,27
CN1C(=O)/C(=C\c2ccccc2F)Sc2ccc(C(=O)NC3CCN(Cc4ccccc4)CC3)cc21,4,0.0,5,3,-2,i,2,-8,-23,-12
Cc1cccc(C2c3[nH]c4ccccc4c3CCN2C(=O)c2cn(C)c3ccccc3c2=O)n1 (configuration not stated),0,1.4,8,10,-2,-0.5,-2,0,3,35
N#Cc1cc2c(nc1SCc1ccccc1)CCCC2=O,0,·,6,6&-4,-7,i,-7,0,-27,5

# Individual results from above.
# For VHR inh abs, N#Cc1cc2c(nc1SCc1ccccc1)CCCC2=O is entered as 5
# For PrPC surface inh, CCCC(=O)Nc1ccccc1NC(=O)c1ccc2c(c1)OCO2 is entered as -3
# For Rv3671c protease, CCCOc1ccccc1N1C(=O)CC(N2CCOCC2)C1=O (configuration not stated) is entered as -2
# For CCHFV vOTU inh, CCOC(=O)C1=C(c2cccc(F)c2)NC(=S)NC1C (configuration not stated) is entered as 7

# Following part.
SMILES,SARS 3CLpro inh,TcdB inh,Yp Topo-I inh,SSB-PriA inh,Rv3671c protease,BH1578 lux ind,CCHFV vOTU inh,PrPC surface inh,MazEF act,VHR inh abs
Cc1nc(-c2ccc(Cl)cc2)sc1C1(C)CC(c2cccc(Cl)c2)=NO1 (configuration not stated),0,0.2,-2,-5,-2,-2.2,18,1,-5,32
CN(CC(=O)Nc1ccccc1C(F)(F)F)C(=O)CN1C(=O)C2CCCCC2C1=O (configuration not stated),·,1.8,-3,-8,1,i,-4,0,6,·
Cc1ccc(NC(=O)CSc2nnc(-c3cccs3)n2Cc2ccco2)cc1,-2,·,4,-9,0,i,-20,-2,1,10
Cc1c(Nc2cc(Cl)c3nonc3c2[N+](=O)[O-])c(=O)n(-c2ccccc2)n1C,3,-0.1,-1,-17,·,-1.5,8,12,-25,23
O=C(CN1C(=O)c2ccccc2C1=O)NCCOc1ccccc1,1,0.7,0,-5,5,-0.8,-8,7,4,10
N#Cc1c(-c2ccccc2)nc(SCC(=O)NC2CCCCC2)[nH]c1=O,1,-0.6,6,-9,-2,i,7,36*,6,2
CN(C(=O)C1CCCO1)c1nnc(-c2ccncc2)s1 (configuration not stated),-1,·,0,-6,5,3.9,-2,-3,7,14
COc1ccccc1CNC(=O)C(c1ccccc1)c1ccccc1,2,1.0,11,-18,1,-0.5,7,-4,5,13
O=C(c1ccco1)N1C(=O)c2cccc3cccc1c23,0,·,1,-4,27,-0.3,14,-11,2,-19
COc1cc(OC)cc(C(=O)NNC(=O)c2ccc(S(=O)(=O)N(C)c3ccccc3OC)cc2)c1,1,-2.3,18,5,-9,-0.4,-4,-2,4,-27
COc1ccc(OC)c(/C=N/NC2=NS(=O)(=O)c3ccccc32)c1,0,-1.7,-3,·,8,-0.8,5,13,-3,7
O=C1N/C(=C/c2cccn2-c2ccc(F)cc2)C(=O)N1Cc1ccccc1,5,·,-1,-10,-5,-2.4,2,-1,7,9

# Overlap with the part before: 2 compounds, followed by the next part.
SMILES,SARS 3CLpro inh,TcdB inh,Yp Topo-I inh,SSB-PriA inh,Rv3671c protease,BH1578 lux ind,CCHFV vOTU inh,PrPC surface inh,MazEF act,VHR inh abs
COc1ccc(OC)c(/C=N/NC2=NS(=O)(=O)c3ccccc32)c1,0,-1.7,-3,·,8,-0.8,5,13,-3,7
O=C1N/C(=C/c2cccn2-c2ccc(F)cc2)C(=O)N1Cc1ccccc1,5,·,-1,-10,-5,-2.4,2,-1,7,9
CC1(OC(=O)CCc2ccccc2)C(=O)C=C2C=C(c3ccc(C#N)cc3)N(Cc3ccco3)C=C2C1=O (configuration not stated),·,-3.7,-8,6,-5,i,24,-6,-3,4
CCOc1ccccc1OCCC(=O)OCC(=O)c1ccc[nH]1,-1,0.5,11,-22,10,-0.3,3,-2,1,20
CCOc1ccc(OCC)c(NC(=O)CCCN2C(=S)NC(C)(C)CC2C)c1 (configuration not stated),3,·,18,1,-5,-0.2,7,1,2,-13
COc1ccc(CNC(=O)Nc2cccc(C)c2)cc1,-2,·,-3,-17,-2,-11,8,-6,3,28
O=C(CNC(=O)C1(c2ccccc2)CC1)Nc1ccc(F)c(F)c1,·,1.4,-2,-18,-3,-0.9,4,3,-12,·
COc1ccc(NC(=S)NC(=O)c2ccc3c(c2)OCCO3)cc1,·,0.9,9,-1,-16,i,13,6,5,·
COc1cccc(CC2(CO)CCCN(Cc3ccc(C)s3)C2)c1 (configuration not stated),6,-0.7,-1,-24,5,-0.3,-10,3,2,32
CN(C)c1nc(-c2ccccc2)ns1,-5,-0.2,7,-5,4,-2.0,-9,14,4,23
CC1(C)Cc2nc3oc4c(=O)n(CC(=O)Nc5ccc(Cl)cc5)cnc4c3cc2CO1,1,0.8,-4,9,-4,-0.6,0,4,7,-8
Cc1cc(S(=O)(=O)Nc2ccc(C(=O)NCCCN3CCOCC3)cc2)ccc1F,·,1.6,-7,-4,-2,i,4,-5,-3,·
CCCc1cc(=O)oc2cc(OCc3cccc(OC)c3)c(Cl)cc12,4,-4.7,-3,6,-2,-0.3,8,7,6,-5
CCOc1ncccc1C(=O)OCc1ccc(C#N)cc1,-3,·,5,5,-1,i,7,2,-7,23
COc1cc(OC)cc(-c2c(C#Cc3ccsc3)c3cc(-c4ccc(OC)cc4F)ccc3n2C)c1,·,0.8,2,-1,-4,i,6,-2,-18,·
NC(=O)COC(=O)c1ccc(S(=O)(=O)N2CCCCCC2)cc1,-1,·,-6,-13,2,-5.0,5,-1,2,-20
CCOC(=O)N=S(N)(=O)c1ccc(Cl)cc1 (configuration not stated),4,·,7,8,-3,i,3,6,7,-1
CCCn1c(SCC(=O)Nc2cc(S(=O)(=O)N(C)C)ccc2OC)n[nH]c1=O,1,1.1,1,-6,8,i,-9,5,-3,5
Cc1cc(NC(=O)CCC(=O)N(CC(=O)NC2CCCC2)c2ccc(C)c(F)c2)no1,-3,1.7,6,-1,-5,-0.4,-2,-1,-7,2
C[N+](C)(C)CC=O,·,-1.5,1,-2,3,-0.2,7,5,2,·
Cn1cccc1Cc1nnc(SCC(=O)NCc2ccc(F)cc2)n1-c1ccc(F)cc1,·,1.0,-3,-6,-3,-0.9,2,-2,7,-12
O=C(c1ccc2c(c1)OCO2)C1CCCN(C(=O)c2cnn(Cc3ccccc3)c2)C1 (configuration not stated),-2,-0.7,43,-8,6,i,-8,5,-3,18
C=CCOc1ccc(/C=C2\SC(=S)N(NS(=O)(=O)c3ccccc3)C2=O)cc1,7,2.2,25,-3,-4,i,25,-4,4,20
O=C(COc1ccc(S(=O)(=O)NC2CCCC2)cc1)NCC1CCCO1 (configuration not stated),1,-1.2,-12,-2,-5,-0.1,-5,8,10,2
Cc1c(C)c2ccc(OCC(=O)Nc3cccnc3)c(C)c2oc1=O,-7,0.2,-1,-1,-5,i,10,1,11,-8
CC(C(=O)NCc1ccc2c(c1)OCO2)c1ccc([N+](=O)[O-])cc1 (configuration not stated),3,1.1,7,-1,-1,-0.3,1,-4,7,13

# Retrieved one by one from above, 5 records:
SMILES,SARS 3CLpro inh,TcdB inh,Yp Topo-I inh,SSB-PriA inh,Rv3671c protease,BH1578 lux ind,CCHFV vOTU inh,PrPC surface inh,MazEF act,VHR inh abs
NC(=O)COC(=O)c1ccc(S(=O)(=O)N2CCCCCC2)cc1,-1,·,-6,-13,2,-5.0,5,-1,2,-20
C=CCOc1ccc(/C=C2\SC(=S)N(NS(=O)(=O)c3ccccc3)C2=O)cc1,7,2.2,25,-3,-4,i,25,-4,4,20
Cn1cccc1Cc1nnc(SCC(=O)NCc2ccc(F)cc2)n1-c1ccc(F)cc1,·,1.0,-3,-6,-3,-0.9,2,-2,7,-12
O=C(c1ccc2c(c1)OCO2)C1CCCN(C(=O)c2cnn(Cc3ccccc3)c2)C1 (configuration not stated),-2,-0.7,43,-8,6,i,-8,5,-3,18
CC(C(=O)NCc1ccc2c(c1)OCO2)c1ccc([N+](=O)[O-])cc1 (configuration not stated),3,1.1,7,-1,-1,-0.3,1,-4,7,13

# Further compounds:
SMILES,SARS 3CLpro inh,TcdB inh,Yp Topo-I inh,SSB-PriA inh,Rv3671c protease,BH1578 lux ind,CCHFV vOTU inh,PrPC surface inh,MazEF act,VHR inh abs
CC(C)(C)OC(=O)N[C@@H](Cc1ccccc1)[C@H](O)c1ccco1,·,1.1,-10,5,2,-2.2,-3,9,2,6
Cc1ccc(C(=O)NC(=S)NCc2ccccc2)cc1,2,0.5,-3,-4,-15,-0.3,-4,-4,-5,-23
CCOc1ccccc1C1C(C(=O)Nc2ccccc2OC)=C(C)Nc2nc(CCCO)nn21 (configuration not stated),·,-1.5,-11,-8,1,·,-5,-3,2,21
CCN(CC)CCCNC(=O)CC1Oc2ccc(C)cc2NC1=O (configuration not stated),-6,-0.3,2,-7,5,0.5,1,2,4,17
O=C(NCCc1ccc(OC(F)F)cc1)C1CC(=O)N(c2ccc3c(c2)OCCO3)C1 (configuration not stated),·,0.4,7,-16,3,i,1,-5,-9,·
O=C(Nc1nnc(-c2ccco2)s1)C1CCCCC1,-5,·,-12,-19,-1,-0.5,2,1,-2,18
CC(C)CC(O)C1CCN(C(=O)CCc2nnc(-c3ccccc3)o2)CC1 (configuration not stated),0,1.1,11,-1,1,i,-1,7,12,6
N#Cc1ccccc1COC(=O)c1cccc(S(=O)(=O)N2CCCC2)c1,·,1.2,27,-4,6,-1.6,9,-2,2,·
Cc1ccc(OCC(=O)Nc2cccc(S(=O)(=O)N3CCCCC3)c2)c([N+](=O)[O-])n1,-5,·,20,1,2,-0.4,-2,3,4,-9
O=C(NCc1cccs1)C(=O)NCC1OCCCN1S(=O)(=O)c1cccs1 (configuration not stated),1,1.2,3,-2,-2,i,1,0,-2,12
Cn1c(N)c(C(=O)COC(=O)COc2ccc3ccccc3c2)c(=O)n(C)c1=O,-3,-0.4,15,-13,2,-0.3,-2,10,1,10
CCOC(=O)/C=C/C(=O)OCC(=O)Nc1ccc([N+](=O)[O-])cc1,2,1.0,-3,-18,4,-0.3,-3,-13,0,4
